Assay outcomes deposited in PubChem by The Scripps Research Institute Molecular Screening Center.
FBW7 activator = activators of human E3 ligase FBW7; normalized activity (activation), % at 26.1 µM; Q969H0; AlphaScreen FBW7–phospho-cyclin E peptide binding, activator screen; actives 0.13% (n = 650,000); in the data active means normalized activity above about 1.9%;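 further: purified mutant Fbw7 with reduced substrate affinity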
Target sequence (Q969H0 whole entry, looked up): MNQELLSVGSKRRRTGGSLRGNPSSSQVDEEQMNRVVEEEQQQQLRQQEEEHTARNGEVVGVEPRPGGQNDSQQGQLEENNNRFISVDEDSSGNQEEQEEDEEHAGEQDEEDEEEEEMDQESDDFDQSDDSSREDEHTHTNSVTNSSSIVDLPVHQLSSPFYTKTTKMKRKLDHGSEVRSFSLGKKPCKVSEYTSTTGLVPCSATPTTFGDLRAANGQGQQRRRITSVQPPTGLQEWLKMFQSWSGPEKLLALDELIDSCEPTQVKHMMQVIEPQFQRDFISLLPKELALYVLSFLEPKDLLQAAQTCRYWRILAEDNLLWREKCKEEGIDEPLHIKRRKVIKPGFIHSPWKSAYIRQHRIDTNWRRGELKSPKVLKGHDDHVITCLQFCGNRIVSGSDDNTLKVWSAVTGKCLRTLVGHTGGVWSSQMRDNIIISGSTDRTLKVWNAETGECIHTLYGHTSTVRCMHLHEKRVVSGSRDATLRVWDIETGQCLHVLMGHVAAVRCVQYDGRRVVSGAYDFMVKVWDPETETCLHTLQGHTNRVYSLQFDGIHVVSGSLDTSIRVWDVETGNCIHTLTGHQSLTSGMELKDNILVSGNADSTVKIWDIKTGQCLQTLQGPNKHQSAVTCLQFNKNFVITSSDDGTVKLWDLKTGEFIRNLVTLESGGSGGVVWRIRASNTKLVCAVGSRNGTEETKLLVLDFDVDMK
TEAD-YAP block = TEAD-YAP interaction inhibition; inhibition, % at 9.12 µM; actives 1.4% (n = 640,000); HEK-TIYL cells, TEAD-Gal4/YAP UAS-luciferase luminescence; in the data active means inhibition above about 32%;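 further: 0% = median of test compound wells and 100% = reference inhibitor wells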
MITF primary = blocks human microphthalmia-associated transcription factor. O75030. AlphaScreen MITF homodimerization, bead proximity signal. inhibition, % at 2.6 µM. actives 0.91% (n = 650,000); in the data active means inhibition above about 50%;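 further: 0% = vehicle wells with protein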
GPR151 ag = human GPR151 activation. PathHunter beta-arrestin GPR151 cells, luminescence. activation, % at 11.2 µM. actives 1% (n = 650,000); in the data active means activation above about 4.9%;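 further: 0% = median of compound wells and 100% = cells with positive control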
Numbers without * were called inactive.

Molecule | FBW7 activator | TEAD-YAP block | MITF primary | GPR151 ag
COc1cc(-c2cn[nH]c2)ccc1NC(=O)C1COc2ccccc2O1 (centres undefined) | -0.1 | -18.1 | 9.7 | 0.2
CCNC(=O)NC(=O)COC(=O)[C@@H](NS(=O)(=O)c1ccc(Cl)cc1)C(C)C | 0.0 | 3.6 | 5.3 | -1.8
CN(CC(=O)NC1CS(=O)(=O)CC1Cl)S(=O)(=O)c1ccc2c(c1)CCC(=O)N2 (centres undefined) | 0.0 | 0.7 | -0.5 | 1.7
Nc1ncnc2nc(SCC(=O)N(c3ccccc3)c3ccccc3)[nH]c12 | 0.1 | -5.4 | 10.0 | -0.7
CC(=O)c1ccc(NC(=S)Nc2ccc(N3CCOCC3)cc2)cc1 | 0.0 | 1.3 | 14.7 | 1.5
COCCNc1nc2nonc2nc1N(C)C(C)c1nc(C)sc1C (centres undefined) | 0.2 | 2.9 | 8.7 | -0.4
Cc1cccc(NC(=O)CC2S/C(=N/c3nccs3)N(C)C2=O)c1 (centres undefined) | 0.0 | -1.3 | 11.8 | 2.3
CC(C)CCNC(=O)c1ccc(/C=C2/Oc3ccccc3N(C)C2=O)cc1 | 0.1 | -11.5 | -3.7 | 1.0
COc1ccc(/C(C)=N/Nc2ncc(Cl)cc2Cl)c(O)c1 | -0.3 | -16.1 | -15.1 | -1.8
CCCNC(=O)C1CCN(S(=O)(=O)c2ccc(Br)cc2)CC1 | -0.1 | 1.6 | 0.4 | 0.0
CC(C)(C)c1ccc(C(=O)NNC(=O)c2ccncc2)cc1 | -0.2 | -10.2 | -20.2 | -0.8
Cc1cc(S(=O)(=O)NCc2cccnc2)ccc1Cl | 0.8 | -0.1 | 11.4 | 0.3
O=C1[C@@H]2C[C@@H](CN2Cc2cn[nH]c2-c2ccc(F)cc2)N1c1ccc2c(c1)OCO2 | 0.0 | 9.5 | -1.2 | -1.3
Cc1[nH]n(-c2ccccc2)c(=S)c1C=Nc1cccc(Br)c1 | -0.6 | 3.8 | -9.5 | 0.9
CCC(C(=O)O)N1C(=O)/C(=C/c2ccccc2F)SC1=S (centres undefined) | -0.2 | 6.5 | 2.9 | 2.2
CCSc1ncnc2sc3c(c12)CCCC3 | 0.0 | -5.0 | -7.2 | 0.2
O=S(=O)(Nc1ccc(Br)cc1)c1ccc2c(c1)OCCO2 | 0.0 | 4.6 | 5.5 | -0.3
CN(C)C(=O)CCCN1C(=O)c2cccc3cccc(c23)C1=O | 0.0 | -11.7 | 8.7 | 0.9
CC1CCc2c(sc(NC(=O)C3CC3c3ccccc3)c2C(N)=O)C1 (centres undefined) | 0.2 | 3.3 | 21.2 | -2.0
CCOC(=O)C1=C(C)N=C2SCC(=O)N2C1c1ccc(C(C)C)cc1 (centres undefined) | 0.2 | 10.2 | 0.0 | -1.6
CCc1ccccc1NC(=O)CSc1nnc(C2CC2)n1C | 0.1 | 14.6 | -0.6 | -0.4
Cc1ccc(N(C(C)C(=O)NCc2ccccc2C)S(C)(=O)=O)cc1 (centres undefined) | 0.0 | -2.1 | 16.3 | 0.0
O=C1C(c2cccc([N+](=O)[O-])c2)=C(O)c2ccccc21 | 0.5 | -4.2 | 16.2 | -1.5
COC(=O)[C@@H]1C[C@H](NC(=O)c2ccncc2)CN1Cc1ccc2ccccc2c1 | -0.1 | 14.3 | -9.1 | -1.5
CCCCC(c1nnnn1CS(=O)(=O)c1ccc(C)cc1)N1CCC(C(N)=O)CC1 (centres undefined) | 0.0 | 4.0 | 6.4 | -0.5
CCOc1ccc(CN2CCNC(=O)C2CC(=O)N(C)Cc2ccc(CC)cc2)cc1 (centres undefined) | 0.0 | 0.2 | 11.9 | 1.8
Cc1ccc2nc(NC(=O)CSc3nc(C)nc4c3c(=O)n(C)c(=O)n4C)sc2c1 | 0.3 | 7.4 | 11.6 | -0.5
Cc1ccc(-n2ncc3c(NCCC4=CCCCC4)ncnc32)c(C)c1 | 0.1 | -56.0 | 6.4 | 3.0
CSc1ccc(/C=N\Nc2nc3ccccc3s2)cc1 | 0.0 | -66.0 | 10.4 | 2.2
COc1cccc(CN2CCC(C3(CCc4ccccc4)NC(=O)NC3=O)CC2)c1O (centres undefined) | 0.2 | -2.5 | 13.9 | -0.4
O=c1c(CN2CCN(c3ccccn3)CC2)cc2ccc(F)cc2n1CCN1CCCCC1 | -0.2 | 11.1 | 0.1 | -1.2
COc1cc(-c2nc3ccccc3s2)cc(Br)c1OCC(N)=O | -0.1 | -22.1 | -4.4 | 2.4
C/C(CC(=O)Nc1ccc(Cl)c(C(F)(F)F)c1)=N\NC(=O)c1cccc(O)c1 | -0.1 | 29.8 | 8.1 | -2.1
CCC(=O)N1CCc2cc(Br)cc(S(=O)(=O)N3CCC(C)CC3)c21 | 0.3 | 4.4 | 10.4 | -0.1
COc1cccc(NC(=O)C(=O)NCC(C)O)c1 (centres undefined) | -0.1 | -57.5 | -14.4 | -1.3
Cc1ccc(F)c(CN2CCN3C(=O)[C@H](CC(C)C)NC(=O)[C@H]3C2)c1 | 0.1 | -0.4 | 19.4 | -1.4
CCCSc1nnc2[nH]c(=O)cc(CCC)n12 | 1.3 | 3.5 | 17.9 | -1.5
COCCN1C(=O)NC(Cc2cccc(OC)c2)(C2CCN(CC(C)(C)C)CC2)C1=O (centres undefined) | 0.1 | -2.4 | 20.7 | -0.9
COC(=O)c1cnc(N(C)Cc2ccccc2)c2ccccc12 | 0.6 | -9.7 | -16.5 | -1.2
O=C(CSc1nc2sc3c(c2c(=O)n1-c1ccccc1)CCC3)NCc1ccco1 | -0.1 | -5.2 | 8.9 | 2.7
O=C(c1cccs1)N1CCCCCC1 | 0.0 | 1.7 | -7.5 | 0.2
CCOC(=O)c1cnn(Cc2cccc(Cl)c2)c1C | 0.1 | 8.4 | 14.1 | -0.2
CCOc1cc(C(=O)Nc2nccs2)cc(OCC)c1OCC | -0.1 | 24.3 | -9.4 | -0.6
CCc1ccc(-n2c(SC(CC)C(=O)N3CCOCC3)nc3n[nH]c(C)c3c2=N)cc1 (centres undefined) | -0.2 | -1.9 | 5.3 | 0.4
Cc1c(C(=O)N2CCC(CO)CC2)cnn1-c1ncc2c(n1)-c1ccccc1CC2 | 0.0 | -0.9 | 3.8 | -0.7
COc1ccc(C2SCCN2S(=O)(=O)c2ccc([N+](=O)[O-])cc2)cc1 (centres undefined) | -0.1 | 0.8 | 3.7 | 1.2
Cc1sc2nc(SCC(=O)Nc3ccc(F)cc3)[nH]c(=O)c2c1C | -0.2 | -7.9 | 16.9 | -0.3
COc1nc(NCCOc2ccccc2)nc(-c2ccc(C(N)=O)cc2)n1 | 0.1 | -3.2 | 6.1 | 3.6
COc1ccc2nc(C3CCN(Cc4ccc(Cl)cc4S(C)(=O)=O)CC3)[nH]c2c1 | 0.0 | 16.9 | 6.8 | 1.0
COc1ccc(OC)c2[nH]c(=O)c(CCNS(=O)(=O)c3ccc(C)cc3)cc12 | -0.1 | -5.1 | -0.6 | 0.6
O=C(O)COCC(=O)N1CCC2(CC1)OCc1cc(-c3ccc(Cl)cc3)ccc1O2 | 0.2 | -26.7 | -5.0 | 0.8
Cc1nc2ccc3nc(NC(=O)c4ccccc4)sc3c2s1 | 0.0 | -35.4 | -8.5 | 1.1
Cc1ccn2c(C(=O)N3CCN(c4cccc(C(F)(F)F)c4)CC3)c(C)nc2c1 | 0.3 | 4.3 | 4.9 | 0.7
CC(C)CNC(=O)C(=O)N/N=C/c1ccc(Cl)cc1Cl | -0.1 | 4.3 | -10.2 | 0.4
O=C(c1ccccc1)c1ccc(OCC(O)CN2CCOCC2)cc1 (centres undefined) | -0.2 | 13.2 | -1.1 | -0.6
COc1ccc(NC(=S)N2c3ccc(C)cc3C3CN(C)CCC32)cc1 (centres undefined) | -0.1 | 4.2 | -5.2 | 0.2
Cc1cc(C)c(OCC(=O)N/N=C/c2ccc(O)c([N+](=O)[O-])c2)c(Br)c1 | 0.0 | -10.5 | 1.3 | -0.6
CCCCOc1ccc([N+](=O)[O-])cc1C#N | -0.2 | -9.5 | -4.8 | 0.8
C=CCOC(=O)C1=C(C)NC2=C(C(=O)CC(C)(C)C2)C1c1cccc(OC)c1 (centres undefined) | 1.6 | -2.1 | 27.2 | -0.2
CC1(C)NC(=O)N(CC(O)COc2ccc3ccccc3c2)C1=O (centres undefined) | 0.1 | -11.7 | -1.1 | -0.2

2 compounds picked at random from the list so far, as already listed:
Molecule | FBW7 activator | TEAD-YAP block | MITF primary | GPR151 ag
CCOC(=O)c1cnn(Cc2cccc(Cl)c2)c1C | 0.1 | 8.4 | 14.1 | -0.2
COc1cc(-c2nc3ccccc3s2)cc(Br)c1OCC(N)=O | -0.1 | -22.1 | -4.4 | 2.4

Continuation:
Molecule | FBW7 activator | TEAD-YAP block | MITF primary | GPR151 ag
COc1ccc2c(c1)nc(SCC(O)C(C)(C)C)n2C (centres undefined) | -0.2 | -6.7 | -11.3 | 0.3
CCCN(Cc1ccccc1)C(=O)c1ccc2nc(-c3ccccc3)c(-c3ccccc3)nc2c1 | 0.0 | 4.1 | 5.9 | -0.5
O=C(OCc1cccc(C(F)(F)F)c1)c1cc(=O)c2ccccc2o1 | -0.1 | -0.4 | 2.5 | -1.6
COCCN1C(=O)/C(=C/c2cc(Cl)c(O)c(OC)c2)SC1=S | 0.0 | 2.5 | -19.4 | -0.9
CC1CCCC(C)N1C(=O)c1nn2c(c1Cl)NC(c1cccs1)CC2C(F)(F)F (centres undefined) | 0.0 | 4.4 | 13.2 | -0.4
CC(=O)Nc1ncnc2oc(-c3ccccc3)c(-c3ccccc3)c12 | -1.4 | -3.0 | -3.4 | -0.6
CCCc1nnc2sc(NC(=O)c3ccc(OC)c(OC)c3)nn12 | 0.2 | -4.1 | 8.2 | 2.6
COc1ccccc1NC(=O)c1cc(-c2ccc(C)c(C)c2)nc2ccccc12 | 1.0 | 11.3 | 0.6 | -0.1
c1ccc(COC2CCCN(Cc3nc(-c4ccc5c(c4)OCO5)no3)C2)nc1 (centres undefined) | -0.1 | -14.1 | 4.5 | 16.1*
OCCNc1ccnc(Nc2ccc(-n3ccnc3)cc2)n1 | -0.1 | -22.8 | 11.5 | -2.2
NC(=O)Cn1nc(C(F)(F)F)c2cccn2c1=O | 0.1 | 7.4 | 4.0 | -0.8
Cc1ccc(C2N=C(N)Nc3nc4ccccc4n32)cc1 (centres undefined) | 0.0 | -6.6 | -12.1 | 0.2
CCOc1ccccc1CNCc1ccc(F)cc1 | -0.1 | 2.7 | -15.5 | -0.5
O=S(=O)(NCCOc1ccc(F)cc1)c1cccc2c(S(=O)(=O)NCCOc3ccc(F)cc3)cccc12 | 0.1 | 6.6 | 8.5 | 1.4
CCOC(=O)COc1ccc(S(=O)(=O)Nc2cccc(C(F)(F)F)c2)cc1 | -0.1 | 3.6 | -0.8 | -0.8
O=C1COc2ccccc2O1 | -0.1 | 6.5 | 5.5 | 2.2
O=C(Cn1nc2c3ccccc3nc(C3CC3)n2c1=O)NC1CCCCC1 | -0.2 | 0.5 | -3.4 | 1.7
Cc1nc2c(c(C)nn2C)c(C)c1CCC(=O)NCc1ccco1 | 0.4 | 5.7 | 2.6 | 1.3
C=CCc1cc(/C=c2/sc3n(c2=O)C(c2ccccc2)C(C(=O)OCC)=C(C)N=3)cc(OC)c1O (centres undefined) | -0.1 | 3.0 | -1.5 | 1.3
Cc1noc(C)c1S(=O)(=O)N1CCCC(C(=O)NCc2ccc(Cl)cc2)C1 (centres undefined) | -0.2 | 12.3 | 8.9 | 0.6

One compound at a time (already shown).
`Cc1cccc(NC(=O)CC2S/C(=N/c3nccs3)N(C)C2=O)c1` (centres undefined) reads FBW7 activator = 0.0; TEAD-YAP block = -1.3; MITF primary = 11.8; GPR151 ag = 2.3
`O=C(CSc1nc2sc3c(c2c(=O)n1-c1ccccc1)CCC3)NCc1ccco1` reads FBW7 activator = -0.1; TEAD-YAP block = -5.2; MITF primary = 8.9; GPR151 ag = 2.7
`Cc1noc(C)c1S(=O)(=O)N1CCCC(C(=O)NCc2ccc(Cl)cc2)C1` (centres undefined) reads FBW7 activator = -0.2; TEAD-YAP block = 12.3; MITF primary = 8.9; GPR151 ag = 0.6

Arranged by molecular weight (largest number first): part of the list above
Molecule | FBW7 activator | TEAD-YAP block | MITF primary | GPR151 ag
O=S(=O)(NCCOc1ccc(F)cc1)c1cccc2c(S(=O)(=O)NCCOc3ccc(F)cc3)cccc12 | 0.1 | 6.6 | 8.5 | 1.4
COc1ccccc1NC(=O)c1cc(-c2ccc(C)c(C)c2)nc2ccccc12 | 1.0 | 11.3 | 0.6 | -0.1
O=C(OCc1cccc(C(F)(F)F)c1)c1cc(=O)c2ccccc2o1 | -0.1 | -0.4 | 2.5 | -1.6
CCCc1nnc2sc(NC(=O)c3ccc(OC)c(OC)c3)nn12 | 0.2 | -4.1 | 8.2 | 2.6
COc1ccc2c(c1)nc(SCC(O)C(C)(C)C)n2C (centres undefined) | -0.2 | -6.7 | -11.3 | 0.3
CCOc1ccccc1CNCc1ccc(F)cc1 | -0.1 | 2.7 | -15.5 | -0.5
